From PubChem
OX1R antag-1 = antagonists of human orexin 1 receptor (OX1R). AID 485270, 2010. 330,000 tested, 1.8% active. OX1R-expressing cells, FRET antagonist read-out. inhibition, % at 6.6 µM. Orexin/Hypocretin receptor type 1 (Homo sapiens), O43613; in the data active = inhibition mostly above about 38%, no sharp cut-off; inactive = mostly below about 40%;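 also: 0% = agonist challenge alone and 100% = reference antagonist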
Target sequence (O43613 whole entry, looked up): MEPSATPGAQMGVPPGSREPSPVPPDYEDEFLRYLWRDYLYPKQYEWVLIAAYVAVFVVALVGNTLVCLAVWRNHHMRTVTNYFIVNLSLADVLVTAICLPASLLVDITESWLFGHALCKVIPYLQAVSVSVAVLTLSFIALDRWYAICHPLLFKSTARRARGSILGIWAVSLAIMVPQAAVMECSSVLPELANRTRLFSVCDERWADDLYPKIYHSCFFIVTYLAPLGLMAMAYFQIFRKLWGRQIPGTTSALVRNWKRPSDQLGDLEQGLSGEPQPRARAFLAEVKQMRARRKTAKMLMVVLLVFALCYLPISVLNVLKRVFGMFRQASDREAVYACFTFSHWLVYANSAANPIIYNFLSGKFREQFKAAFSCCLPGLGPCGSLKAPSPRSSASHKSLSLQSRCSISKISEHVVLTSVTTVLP
STK33 inh = inhibitors of purified STK33 kinase, primary screen, biochemical, ADP-Glo luminescence, homogeneous, cell-free; MBP phosphorylation; inhibition, % at 10 µM; AID 2661, 2010; 320,000 tested, 0.073% active; Serine/threonine-protein kinase 33 (Homo sapiens), Q9BYT3;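 active = inhibition at or above 25%, using the most active replicate where run in duplicate; inactive = inhibition below 25%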
Target sequence (Q9BYT3 whole entry, looked up): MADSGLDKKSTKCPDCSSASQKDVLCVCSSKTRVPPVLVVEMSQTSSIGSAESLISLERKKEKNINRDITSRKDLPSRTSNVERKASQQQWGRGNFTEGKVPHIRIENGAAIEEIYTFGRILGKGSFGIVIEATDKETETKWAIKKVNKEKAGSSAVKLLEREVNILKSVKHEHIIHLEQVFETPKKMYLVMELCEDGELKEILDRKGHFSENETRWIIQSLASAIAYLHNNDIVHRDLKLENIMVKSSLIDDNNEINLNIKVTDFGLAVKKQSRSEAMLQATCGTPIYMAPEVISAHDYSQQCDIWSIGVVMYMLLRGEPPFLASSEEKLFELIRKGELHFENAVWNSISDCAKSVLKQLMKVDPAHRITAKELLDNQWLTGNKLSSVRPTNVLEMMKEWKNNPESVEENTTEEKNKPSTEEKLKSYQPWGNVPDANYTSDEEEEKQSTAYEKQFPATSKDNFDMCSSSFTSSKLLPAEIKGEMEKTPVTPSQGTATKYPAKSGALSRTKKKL
OX1R antag-2 = OX1R (HCRTR1) antagonists, primary screen, fluorescence, CHO/OX1R cells, Fluo-8 calcium, orexin A. Fluo-8 calcium fluorescence. AID 434989, 2010. Orexin/Hypocretin receptor type 1 (Homo sapiens), O43613. 330,000 tested, 0.43% active. inhibition, % at 5 µM;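 active = inhibition above its plate's threshold, mean inhibition of all tested compounds on the plate plus 3 SD, cut at about 37% in these data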;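 also: 0% = orexin A challenge wells and 100% = SB-334867-A antagonist wells; not every result past the cut was called active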
Active calls of the source: *; nt = not tested or not shown.

Start of the data: the first 2 entries as a preview:
SMILES	OX1R antag-1	STK33 inh	OX1R antag-2
Cc1cc(C)nc(N2N=C(c3ccccc3)CC2=O)n1	7.6	-0.3	-14.0
COc1ccc(C(=O)Nc2nnc(S(=O)(=O)Cc3ccccc3)s2)cc1	0.8	-1.1	-1.6

Results (from the top)
SMILES	OX1R antag-1	STK33 inh	OX1R antag-2
Cc1cc(C)nc(N2N=C(c3ccccc3)CC2=O)n1	7.6	-0.3	-14.0
COc1ccc(C(=O)Nc2nnc(S(=O)(=O)Cc3ccccc3)s2)cc1	0.8	-1.1	-1.6
CCCCn1c(N)c(N(CCOC)C(=O)c2ccc(NC3CC3)c([N+](=O)[O-])c2)c(=O)[nH]c1=O	47.2*	-0.9	-17.8
O=C(CCN1C(=O)c2ccccc2C1=O)OCN1C(=O)c2ccccc2C1=O	14.1	-1.0	-19.9
C=CCSc1nnc(C)n1-c1ccc(Cl)cc1	7.5	-1.0	-7.9
CCN(CCCNC(=O)COc1cc(=O)n(CC)c2ccccc12)Cc1ccccc1	8.9	-1.4	-13.0
Cc1noc(NC(=O)c2ccc(F)cc2)c1C#N	19.9	-1.6	-10.2
COc1ccc(C(=O)OCC(=O)NCCCc2ccccc2)cc1OC	12.1	-1.6	-34.3
O=C(Nc1ccc2c(c1)CCC2)Nc1ccc(F)cc1F	35.5	1.1	-0.6
CCOc1ccc(N(CC(=O)Nc2nccs2)S(=O)(=O)c2c(C)noc2C)cc1	20.8	2.1	-25.3
Cc1ccc(CNC(=O)C(=O)NCCC2CCCCN2S(=O)(=O)c2ccccc2)cc1 (configuration not stated)	11.6	-0.5	-36.8
CCOc1ccc(S(=O)(=O)N2CCCCC2)cc1NC(=O)C1=COCCO1	37.8	-2.0	-9.5
CCOc1cc(NC(=O)c2cccs2)c(OCC)cc1NC(=O)CCC(=O)NCC1CCCO1 (configuration not stated)	16.1	-1.0	-20.8
Nc1ccn(CC(=O)NCc2ccccc2)c(=O)n1	11.0	1.3	3.0
O=C(NCCCN1CCOCC1)c1cc(-c2ccc(F)cc2)no1	26.4	-0.3	-15.4
COc1ccc(C(=O)Nc2ccccc2C(=O)N/N=C/c2ccccn2)cc1OC	14.5	1.3	-32.6
CCOC(=O)c1ccccc1NC(=O)CSc1ccc(-c2ccccn2)nn1	45.9	0.4	-4.7
O=C(NCCC1=CCCCC1)c1cc(COc2ccc(F)cc2Cl)on1	9.9	-0.8	-46.2
C[C@@H]1CN([C@@H](C)CO)C(=O)c2cccc(NC(=O)C3CCCCC3)c2O[C@@H]1CN(C)C(=O)NC1CCCCC1	9.5	0.2	-27.8
COc1cc(C(=O)OCC(=O)N2CC(C)OC(C)C2)cc(OC)c1OC (configuration not stated)	11.5	-0.9	-27.6
N#C/C(=C\c1ccc(/C=C(/C#N)c2nn(CCO)c(N)c2C#N)cc1)c1nn(CCO)c(N)c1C#N	10.0	0.7	-7.4
CC(C(=O)N1CCN(c2ccccc2)CC1)c1ccc([N+](=O)[O-])cc1 (configuration not stated)	12.1	0.4	-18.6
CC1(C)CC(=O)C2=C(C1)Nc1ncnn1C2c1cccs1 (configuration not stated)	12.6	0.2	-7.9
NS(=O)(=O)c1ccc(Nc2c([N+](=O)[O-])cncc2[N+](=O)[O-])cc1	37.1	0.7	-13.2
COc1ccc2cnn(-c3ccc(OC(F)(F)Cl)cc3)c(=O)c2c1OC	5.7	-0.3	0.2
C/C(=C\C(=O)c1ccc(Br)cc1)Nc1cccc(Cl)c1	10.8	-0.1	-31.6
COc1cccc(C2=N/C(=C\N(C)C)C(=O)O2)c1	20.2	-0.7	1.8
CC(NC(=O)c1nn(C)c(=O)c2ccccc12)c1ccc(F)cc1 (configuration not stated)	26.0	-0.7	-9.8
O=C(O)CCSc1nc2ccccc2s1	6.3	-1.3	-6.1
COCc1nnc(NC(=O)c2cccs2)s1	5.0	-0.2	-12.2
COc1ccc(N2CCN(CCCNC(=O)Cn3c(=O)c4cccn4c4ccccc43)CC2)cc1	16.6	-2.7	-16.4
CC#CCN1c2ccccc2[C@]23C[C@@H](C(=O)OC)N(C(=O)C4CCC4)C2=NC(C(=O)OC)=C(C(=O)OC)[C@H]13	18.7	-2.4	-38.0
Oc1cccc(-c2nc3ccccc3s2)c1	34.0	3.5	-0.1
N#CCCN(C1CCCCC1)S(=O)(=O)c1cccc2nsnc12	51.2	-0.9	-26.5
CCOC(=O)NC1(C(F)(F)F)NC(=O)N(c2cccc(C(F)(F)F)c2)C1=O (configuration not stated)	3.2	-1.3	-8.5
CN(C)CCNC(=O)c1ccc(Sc2ccc(Br)cc2)c([N+](=O)[O-])c1	14.3	-1.7	-13.6
CCn1c(=O)c(NC(=O)c2ccccc2)c2n(c1=S)CCCCC2	19.5	-1.2	-29.1
Cn1c(SCC(=O)Nc2ccc(Cl)cn2)nnc1C1CC1	4.8	-0.8	4.2
CCCCCCCCNC(CO)(CO)CO	8.6	-1.5	-26.0
O=C(CSc1ncnc2sccc12)N1CCCCC1	-6.2	-1.2	-8.9
COc1ccc(-n2nnnc2CNC(=O)C2CC(=O)N(c3ccc(Cl)cc3)C2)cc1 (configuration not stated)	11.2	-0.8	-20.0
O=C(Cc1cccs1)N/N=C/C(Br)=C/c1ccccc1	20.9	1.0	0.8
COc1ccccc1N1CCN(C(=O)c2ccc(Cl)c(S(=O)(=O)NCc3ccco3)c2)CC1	23.4	-2.7	-18.9
Cc1ccccc1NC(=O)C1CC(Cl)=CCC1C(=O)O (configuration not stated)	11.4	0.0	-5.6
Cc1ncc(S(=O)(=O)c2ccccc2)c(-c2ccc(Cl)cc2Cl)n1	20.4	-1.2	-26.8
CC1SCC(NC(=O)c2cccc(Cl)c2)CS1 (configuration not stated)	3.2	-1.4	-17.5
Cc1csc(NC(=O)CSc2nc(=O)[nH]c3c2CCCC3)n1	8.1	0.8	-9.0
COc1cc2sc(-c3ccccc3OC)c(-c3ccc(O)cc3)c2cc1OC	34.5	-1.6	-1.7
Cc1cc(C(=O)OCC(=O)N(C)c2c(N)n(Cc3ccccc3)c(=O)[nH]c2=O)c(C)n1-c1ccccc1	17.6	-0.4	-5.7
COCCn1c(SCC(=O)Nc2ccc(Cl)cn2)nnc1-c1ccncc1	5.6	0.0	-9.7
Cc1ccc(S(=O)(=O)C2CCOC2=O)cc1 (configuration not stated)	18.7	-2.6	-18.2
CC(/C=C/c1ccccc1)=N\Nc1ccccc1[N+](=O)[O-]	4.2	-1.4	-3.8
Cc1ccc(C(=O)N/C(=C/c2ccc(Cl)cc2)C(=O)Nc2cccc(C(=O)O)c2)cc1	8.4	-2.1	-4.0
COc1ccc(NC(=O)CN(C)C(=O)c2cc(S(=O)(=O)N(C)C)ccc2N2CCCC2)cc1	12.7	1.2	-17.8
CC(C)(C)NC(=O)C(c1ccncc1)N(C(=O)c1csnn1)C1CC1 (configuration not stated)	18.7	-1.2	-11.8
N#Cc1c(-c2ccc(Br)cc2)nc2n(c1=O)CCCS2	3.4	-0.7	-12.2
CCC(=O)N(CCc1ccccc1C)Cc1cc2cc3c(cc2[nH]c1=O)OCO3	16.0	-0.1	-23.5
O=C(Nc1ccccc1C(=O)O)/C(=C/c1ccc(Cl)cc1Cl)NC(=O)c1ccco1	6.6	0.0	-7.2
O=C(Oc1cccnc1)c1cccc(Cl)c1	22.7	-0.9	-128.1
Cc1ccccc1-c1nsc(SCC(=O)Nc2ccc3c(c2)OCO3)n1	22.6	-1.3	-18.4

Continuation:
SMILES	OX1R antag-1	STK33 inh	OX1R antag-2
Cc1ccc(C)c(NCc2ccccc2CO)c1	-1.1	-2.1	-13.1
O=C(CCCCCN1C(=O)c2ccccc2C1=O)NCCc1nc2ccccc2[nH]1	60.4	-1.1	-19.6
COC(=O)c1ccc(-c2nn(C)c(=O)c3ccccc23)cc1	9.6	-0.8	-19.0
CCOC(=O)C1=C(C)NC(=O)C(C(N)=O)C12CCCC2 (configuration not stated)	6.3	-0.6	4.5
Cc1cc(=O)oc2cc(OCC(=O)NCCc3ccccc3)ccc12	17.5	-1.2	-22.2
Cc1cnc(C(=O)OCC(=O)NCc2cccc(Cl)c2)cn1	15.1	-2.0	-13.6
COC(Cc1nnc(SC)n1-c1ccc(Cl)cc1)OC	-0.1	-1.0	-5.1
ClCc1nc2ccccc2c2ccccc12	16.9	-1.2	-11.2
CCN1CCC(NC(=O)c2cc(OC)c(OC)cc2OC)CC1	-1.8	-2.6	4.9
Cc1cccc(CCNC(=O)Cn2ncc3c([nH]c4ccccc43)c2=O)c1	16.1	-0.5	-16.2
CSCCC(NS(=O)(=O)c1ccccc1F)C(=O)NCc1cccnc1 (configuration not stated)	12.5	-1.0	-16.5
COCCNC(=O)C(OC(=O)c1cccs1)c1ccccc1 (configuration not stated)	17.0	-2.0	-3.5
CCn1c(SCC(=O)N2CCN(c3ccc(F)cc3)CC2)nc2ccccc2c1=O	6.7	-0.5	-29.2
C1CCCN(CCCCN2CCCCCC2)CC1	4.8	-1.3	-3.5
Cc1ccc(-n2c3c(c(=O)[nH]c2=S)C(C(F)(F)F)(C(F)(F)F)NC(=O)N3)cc1	0.4	-2.1	-12.6

One compound at a time, from the list above. Values in the order: OX1R antag-1, STK33 inh, OX1R antag-2
`O=C(NCCCN1CCOCC1)c1cc(-c2ccc(F)cc2)no1` is entered as 26.4, -0.3, -15.4
`C=CCSc1nnc(C)n1-c1ccc(Cl)cc1` is entered as 7.5, -1.0, -7.9
`CCOC(=O)NC1(C(F)(F)F)NC(=O)N(c2cccc(C(F)(F)F)c2)C1=O` (configuration not stated) is entered as 3.2, -1.3, -8.5
`CCCCCCCCNC(CO)(CO)CO` is entered as 8.6, -1.5, -26.0
`COc1ccc(-n2nnnc2CNC(=O)C2CC(=O)N(c3ccc(Cl)cc3)C2)cc1` (configuration not stated) is entered as 11.2, -0.8, -20.0

Further compounds.
SMILES	OX1R antag-1	STK33 inh	OX1R antag-2
CC(C)(C)c1nnc(NC(=O)Cc2ccccc2[N+](=O)[O-])s1	9.1	-3.4	-12.8
Nc1c(N(Cc2ccco2)C(=O)c2cccc(F)c2)c(=O)[nH]c(=O)n1Cc1ccccc1	4.5	nt	-33.2
O=C(Nc1cccnc1)c1ccc(S(=O)(=O)c2ccc(Cl)cc2)cc1	15.2	-2.6	-18.6
CCO[C@H]1OC(C(=O)NC2CC2)=C[C@@H](c2ccc(Br)cc2)[C@@H]1CCCO	31.3	0.2	-7.8
COc1ccc(N2CCN(C(=O)C3CCN(S(=O)(=O)c4c(C)noc4/C=C/N(C)C)CC3)CC2)cc1	13.3	1.0	-24.6
COc1ccccc1NC(=O)CSc1nnc(-c2ccccc2)o1	11.9	0.2	-20.8
COc1cccc(NC(=O)COC(=O)c2ccco2)c1	10.6	-1.1	-16.2
CCN(CC)S(=O)(=O)c1cccc(NC(=O)c2cc(-c3cccs3)nn2-c2ccccc2)c1	36.6	-2.0	11.5
Fc1ccccc1-c1cc2ncccc2cn1	7.6	-0.6	-5.0
CCc1ccccc1NC(=O)C1c2ccccc2Oc2ccccc21	15.1	-0.9	-17.4
O=C(COc1ccc(Cl)cc1)NNC(=O)C(=O)NC1CCCCC1	5.6	0.3	-9.5
O=C(O)CN1CCN(C(c2ccccc2)c2ccccc2)CC1	17.0	0.0	-7.2
O=C(c1ccc(CS(=O)c2ccccc2Cl)o1)N1CCN(c2ccccn2)CC1 (configuration not stated)	11.4	-0.7	-18.3
CCCCNC(=O)CN(c1cccc(F)c1)S(C)(=O)=O	12.7	-0.1	-12.4
O=C(NCc1ccc2c(c1)OCO2)C1(S(=O)(=O)c2ccccc2)CC1	13.6	0.1	-22.5
Cc1ccc(CNC(=O)C(OC(=O)c2ccco2)C(C)C)cc1 (configuration not stated)	8.6	0.4	-18.3
COc1ccc(C(=O)Nc2cnn(Cc3c(F)cccc3Cl)c2)cc1OC	8.9	1.7	-15.9
Cc1c(C(=O)NCCN2CCOCC2)oc2ccc(S(=O)(=O)N3CCCCCC3)cc12	17.7	0.3	-30.2
Cc1ccc(S(=O)(=O)NC(=O)COc2cc(C)ccc2C(C)C)cc1	44.4	-1.4	-9.2
Cc1ccc(-n2nnnc2SCC(=O)Nc2cccnc2Cl)cc1	26.9	-1.7	-9.5
CC(=O)N1CCN(c2ncnc3ccccc23)CC1	2.5	-1.1	-7.4
COc1ccc(N/C=C(/C(C)=O)c2ccccc2)cc1	23.2	0.4	-8.1
COc1ccccc1CNC(=O)C(=O)NCCC1CCCCN1S(=O)(=O)c1ccccc1 (configuration not stated)	37.0	-0.4	-20.4
O=C(/C=C/c1cccc([N+](=O)[O-])c1)NC(=S)Nc1ccc(CN2CCOCC2)cc1	7.6	-0.5	-0.1
CCOC(=O)c1[nH]c2ccccc2c1NC(=O)c1ccc2c(c1)OCO2	26.0	-23.1	-17.7
COc1ccc(C(=O)c2c[nH]c(C(=O)NCc3cccs3)c2)cc1	14.5	0.7	-12.5
CCN(CC)c1nc(-c2ccccc2)cc(C(F)(F)F)c1C#N	5.9	0.1	-21.9
Cc1ccc(S(=O)(=O)N[C@@H](Cc2ccccc2)C(=O)N2CCC(C(=O)N[C@@H](CC(C)C)C(=O)O)CC2)cc1	-5.2	0.9	-1.2
Cc1ccc(CNC(=O)C2CCC(=O)N(Cc3cccc(C(F)(F)F)c3)C2)o1 (configuration not stated)	10.1	0.5	-8.8
CCOc1ccc(-n2cc(-c3ccccc3)c3c(N4CCOCC4)ncnc32)cc1	45.8	1.1	-48.7
CC(C)[C@H](NC(=O)c1ccccc1Cl)C(=O)Nc1nc(-c2ccccn2)cs1	12.7	-0.5	-25.3
